MazF activator: increases E. coli MazEF RNase cleavage of RNA; P0AE70; FAM/BHQ RNA-DNA oligo cleavage fluorescence, 5 h; activation, % at 20 µM; 0.32% of 350,000 active; AID 504720; in the data active = activation above about 50%
Target sequence (P0AE70 whole entry, looked up): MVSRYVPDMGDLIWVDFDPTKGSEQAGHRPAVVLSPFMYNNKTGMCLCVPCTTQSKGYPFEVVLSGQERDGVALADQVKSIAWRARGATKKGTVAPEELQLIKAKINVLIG
Mtb FBA inh: Mtb fructose-bisphosphate aldolase inhibition. P9WQA3. purified M. tuberculosis FBA, fluorescence read-out. inhibition, % at 1 µM. 2.3% of 360,000 active; in the data active = inhibition above about 27%;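 note: 0% = vehicle and 100% = reference inhibitor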
BioA inh: inhibitors of Mycobacterium tuberculosis BioA enzyme | inhibition, % at 9.99 µM | 0.096% of 360,000 active | purified M. tuberculosis BioA enzyme, plate reader; in the data active = inhibition above about 40%; inconclusive = no clear call, values can overlap the other calls
PrPC TRFRET: inhibitors of human cell surface prion protein PrPC. P04156. inhibition, % at 13.8 µM. 0.43% of 370,000 active. TR-FRET read-out; in the data active = inhibition above about 24%; note: 0% = median of the test wells and 100% = reference compound wells
Rv3671c inh: Rv3671c (M. tuberculosis) protease inhibition; P9WHR9; inhibition, % at 5.96 µM; 0.048% of 320,000 active; AID 2606; in the data active = inhibition above about 38%;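 note: extracellular domain of Rv3671c used as enzyme; 0% = enzyme with DMSO and 100% = no enzyme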
Target sequence (P9WHR9 whole entry, looked up, the tested form may be a part): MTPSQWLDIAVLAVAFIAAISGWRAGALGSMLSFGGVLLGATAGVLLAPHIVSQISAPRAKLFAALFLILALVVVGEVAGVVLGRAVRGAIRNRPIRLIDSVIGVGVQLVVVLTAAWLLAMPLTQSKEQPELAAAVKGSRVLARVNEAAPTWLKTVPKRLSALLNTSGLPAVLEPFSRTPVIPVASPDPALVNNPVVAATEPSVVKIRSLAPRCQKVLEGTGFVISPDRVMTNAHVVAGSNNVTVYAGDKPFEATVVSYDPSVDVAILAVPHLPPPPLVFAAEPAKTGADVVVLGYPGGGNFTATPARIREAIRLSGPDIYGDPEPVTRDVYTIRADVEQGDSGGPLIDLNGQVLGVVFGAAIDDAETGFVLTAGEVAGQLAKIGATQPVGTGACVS
GDH-TPI inh: inhibits GDH-TPI coupling enzymes, artifact for Mtb FBA screen; GDH-TPI coupled enzyme counterscreen, NADH absorbance; inhibition, % at 4.8 µM; 1.2% of 360,000 active; AID 588335; in the data active = inhibition above about 30%;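 note: 0% = DMSO wells and 100% = wells lacking the enzyme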
BoNT F protease: inhibitors of Botulinum neurotoxin F light chain protease. Multiplex microsphere protease cleavage assay, flow cytometry. inhibition, % at 10 µM. 0.22% of 360,000 active; in the data active = inhibition above about 35%, passing the limit was not always enough; inconclusive = no clear call, values can overlap the other calls; note: plate controls were buffer without enzyme for full effect and enzyme alone for no effect
FadD28 binding: M. tuberculosis FadD28 bisubstrate binding inhibition. FadD28 bisubstrate probe binding, fluorescence polarization. inhibition, % at 12.5 µM. 0.22% of 360,000 active; in the data active = inhibition above about 8.5%, passing the limit was not always enough; inconclusive = no clear call, values can overlap the other calls
Mtb UGM inh: Mtb UDP-galactopyranose mutase inhibition; 0.06% of 320,000 active; purified UGM, fluorescence polarization probe displacement; P9WIQ1; inhibition, % at 10 µM; in the data active = inhibition above about 10%, passing the limit was not always enough; inconclusive = no clear call, values can overlap the other calls
Target sequence (P9WIQ1 whole entry, looked up): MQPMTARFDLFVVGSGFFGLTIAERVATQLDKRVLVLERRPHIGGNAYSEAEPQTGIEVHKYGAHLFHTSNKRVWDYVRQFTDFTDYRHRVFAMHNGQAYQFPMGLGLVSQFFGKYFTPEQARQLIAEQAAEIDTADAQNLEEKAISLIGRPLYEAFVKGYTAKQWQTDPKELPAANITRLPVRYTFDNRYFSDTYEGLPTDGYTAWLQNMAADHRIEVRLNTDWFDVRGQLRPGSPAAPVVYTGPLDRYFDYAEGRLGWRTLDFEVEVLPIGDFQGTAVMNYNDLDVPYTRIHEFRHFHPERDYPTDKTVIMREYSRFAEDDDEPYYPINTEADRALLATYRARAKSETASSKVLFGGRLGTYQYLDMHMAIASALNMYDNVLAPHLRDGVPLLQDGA
Active calls of the source: *; ? = inconclusive; · = no result given.

SMILES	MazF activator	Mtb FBA inh	BioA inh	PrPC TRFRET	Rv3671c inh	GDH-TPI inh	BoNT F protease	FadD28 binding	Mtb UGM inh
N#CC1=C(N)Oc2cc(O)c(C=Nc3ccccc3)cc2C1c1ccccc1 (stereo unspecified)	-10	-7	·	16	-8	10	1	-2.8	-0.8
COc1ccc(N2CCN(c3cc(C)c4ccc(O)cc4n3)CC2)cc1	3	2	1.1	7	-1	11	-11	-1.8	7.7
CN1C=CC=C/C1=C1\SC(=S)N(CC(=O)O)C1=O	11	0	·	6	-9	-1	-4	-3.4	-0.1
Cc1cc(/C=C(\C#N)C(=O)OCC(=O)Nc2ccc(OC(F)F)cc2)c(C)n1CC(C)C	0	0	4.9	0	-81	31*	2	-1.3	-2.9
COc1cccc(N2CCN(C3CC(=O)N(c4cccc(Cl)c4)C3=O)CC2)c1 (stereo unspecified)	3	-2	1.8	5	-2	10	-4	1.0	1.7
CC(=O)c1cccc(NC(=O)CSc2ccc(-c3ccccn3)nn2)c1	-3	3	6.5	-2	5	8	-13	-0.4	1.6
CN(CC(=O)Nc1ccc(S(=O)(=O)N2CCCC2)cc1)Cc1ccc(Cl)c(Cl)c1	-21	9	·	2	-31	-4	1	-1.0	0.5
Cc1ccc(N2CCN(CC3CC=CCC3)CC2)cc1 (stereo unspecified)	-10	0	-1.5	0	2	5	3	-1.1	1.2
Cc1ccccc1CN1CCSc2sccc2C1=O	7	-1	0.9	-2	-3	0	-2	-1.6	0.0
O=C(NCCN1CCCCC1)c1cc2ccccc2[nH]1	-1	6	0.7	-10	-1	10	-4	0.1	0.0
NC(=O)c1ccsc1NC(=O)CSc1nncs1	-4	-3	0.1	10	·	4	-11	-2.4	·
COc1ccccc1OCc1ccc(C(=O)NN)cc1	15	1	-1.3	-2	-5	2	-11	0.3	-1.9
COc1ccc(S(=O)(=O)N2CCCOC2CNC(=O)C(=O)NCc2ccco2)cc1 (stereo unspecified)	-5	3	·	-4	-10	-9	-2	-2.9	0.3
Cc1ccc(CNC(=O)c2cccc3c2C(=O)c2ccc(N4CCCCC4)cc2S3(=O)=O)cc1	-308	-12	-3.4	-30	-16	12	18	0.1	8.4
COc1ccc(N(CC(=O)O)S(=O)(=O)c2ccc(OC)c(OC)c2)cc1	5	2	-0.3	-2	0	-1	4	-3.1	6.0
COc1ccc(-n2cc3c(-c4cccc(Br)c4)nnc(C)c3n2)cc1	52*	1	·	4	-12	6	31	-11	0.2
C=CCn1c(Cc2cccs2)nnc1SC/C=C/c1ccccc1	-12	-2	3.5	-3	-1	3	2	-5.4	-0.1
O=C(CCC(=O)c1ccccc1)Nc1ccccc1OC(F)F	-6	0	-2.2	-3	-6	2	8	-2.1	-0.7
c1ccc(C2CCC(N3CCN(c4ccccc4)CC3)CC2)cc1 (stereo unspecified)	-3	2	-0.8	·	0	3	?	0.2	-2.2
c1coc(-c2cnc3ccccc3n2)c1	-6	106*	-3.0	4	·	16	-4	-3.6	·
COc1ccc(-c2ccc(CN3C(CC(C)C)C(=O)N(Cc4cn(CC5CCCCC5)nn4)CCS3(=O)=O)cc2)cn1 (stereo unspecified)	-3	-2	-0.4	-6	·	5	1	-2.5	·
COc1ccc(-n2c(C)cc(-c3csc(NC(=O)c4ccc(S(=O)(=O)N(C)C)cc4)n3)c2C)cc1	14	-5	·	4	-6	-2	1	-3.6	0.1
O=C(NCc1ccccc1)N1CCC(CO)(Cc2cccc(F)c2)CC1	2	1	8.6	-3	3	8	-3	-0.5	-1.0
O=C(Nc1ccccc1)C1CCN(S(=O)(=O)c2cccs2)CC1	-3	8	5.4	-3	1	5	-2	-0.5	·
COc1ccc([C@H]2CC(=O)C=C(c3ccc4cc[nH]c4c3)C2)cc1	3	4	-1.8	-2	-30	27	-13	-3.6	5.1
CCCCN(CC)CCCNC(=O)c1cc2c(=O)n(C)c3ccccc3c2n1C	22	18	1.0	-15	-8	7	-10	-3.3	2.5
CCOC(=O)c1c(-c2ccccc2)oc2ccc(O)c(CN3CCCC3)c12	12	5	-0.6	-16	4	6	-7	-2.3	1.2
O=C(NCc1ccc(Cl)cc1)Nc1ccc(F)cc1	4	-1	0.1	10	·	-8	0	-4.4	1.6
O=C(COC(=O)c1ncc(Cl)c(Cl)c1Cl)c1ccc(Cl)s1	-6	-1	-1.6	5	2	3	3	-0.7	0.4
N[C@@H](Cc1ccccc1)C(=O)N1CCC(C(=O)N[C@@H](Cc2c[nH]c3ccccc23)C(=O)O)CC1	1	3	0.7	5	0	4	-20	-0.3	1.3
CCOC(=O)c1c(-c2ccc(C)o2)csc1NC(=O)CN(C)CC(=O)Nc1ccc(C)cc1	-17	-3	1.2	-1	-3	-8	1	-1.6	-0.2
CC(C)[C@H](NC(=O)N1CC(=O)Nc2ccccc21)C(=O)N[C@H](Cc1c[nH]c2ccccc12)C(=O)O	8	1	-1.4	-9	4	3	-8	-2.0	1.6
CCOc1ccc(NC(=O)CSc2nnc(C3CC3)n2C)cc1S(=O)(=O)N1CCCCC1	5	-2	0.7	-6	5	11	-8	-1.2	-1.1
O=C(COC(=O)C1=COCCO1)Nc1ccc(Br)cc1Br	7	0	1.2	11	3	-3	-6	-1.3	1.4
COc1ccc(-c2cc(C(F)(F)F)nc(S(=O)(=O)CCCC(=O)Nc3cc(C)on3)n2)cc1OC	3	3	·	8	·	18	3	-6.8	·
O=C(OCc1c(-c2ccccc2)ncc2ccccc12)c1ccc(C(F)(F)F)cc1	-7	1	0.3	3	-11	3	-10	-5.0	-2.9
Cc1ccc(S(=O)(=O)CNC(=O)c2ccccc2)cc1	2	-6	-1.0	-1	3	-3	-2	-1.2	-1.5
N#Cc1c(N2CCOCC2)nsc1-c1ccccc1	-3	1	·	-2	6	-3	-10	-0.1	-0.1
O=C(CN1CCCCCC1)Nc1ccc(Oc2ccccc2)cc1	-5	-2	·	-1	3	-6	-6	-3.3	-1.6
O=C(COc1ccc(S(=O)(=O)N2CCOCC2)cc1)Nc1ccc(Cl)c(C(F)(F)F)c1	3	-3	-1.0	6	-36	-6	-13	-10	-1.7
CCCn1c(CNC(=O)c2cccs2)nc2ccccc21	0	4	-1.0	10	-8	-5	-5	0.0	-1.1
COc1ccc(C(=O)c2coc3ccc(O)c(CN4CCCC4)c23)cc1	0	-1	-0.1	-1	2	9	-13	-2.9	-3.8
COc1ccc(-c2ccnc(SCC(=O)Nc3ccccn3)n2)cc1	11	12	2.0	2	-15	-6	3	-4.7	-2.5
CCCCn1ccnc1C(=O)c1cccc(S(=O)(=O)N2c3ccccc3CC2C)c1 (stereo unspecified)	-21	1	-1.2	16	-10	-3	-4	-4.0	-0.7
CCOC(=O)N1CCC(Nc2nc(OC)nc(OC)n2)CC1	-5	3	-0.4	9	-8	1	1	0.2	1.2
CCn1c(=O)c2c3c(sc2n2c(SCc4ccc(F)cc4)nnc12)CCCC3	21	1	-0.1	2	1	1	4	0.1	-0.1
CC(C)(C)CNC(=O)C1(C)CCN1C(=O)Cc1ccc(C(C)(C)C)cc1 (stereo unspecified)	·	0	1.3	-5	·	6	-2	-0.5	·
COc1ccc(C)cc1NC(=O)C(OC(=O)CNC(=O)c1ccc(Oc2ccccc2)cc1)c1ccccc1 (stereo unspecified)	0	-1	-1.2	6	-60	5	2	-1.6	2.9
CCN1CCN(C(c2cccnc2)c2cc(Cl)c3cccnc3c2O)CC1 (stereo unspecified)	1	1	2.7	-1	1	8	-11	-3.6	0.0
CC(C)(C)C(=O)N1CCC(O)(CS(=O)(=O)Cc2ccccc2Cl)CC1	10	-1	-0.5	1	-7	16	4	-2.0	1.6
Next part
SMILES	MazF activator	Mtb FBA inh	BioA inh	PrPC TRFRET	Rv3671c inh	GDH-TPI inh	BoNT F protease	FadD28 binding	Mtb UGM inh
O=C(CCCSc1nc(-c2ccco2)cc(C(F)(F)F)n1)NCc1cccs1	-11	-4	-0.4	12	-2	10	7	-11	0.8
Cc1cccc(-c2noc(CN(C(=O)/C=C/c3ccccc3Cl)C(C)C)n2)c1	4	1	·	-2	-23	6	-8	-2.0	·
COc1ccc(NC(C)c2cc(Cl)ccc2O)cc1 (stereo unspecified)	-1	4	0.5	12	2	10	-15	-1.8	-2.6
C=CCOc1nc(N2CCCC2)nc(N2CCCC2)n1	1	2	-1.2	5	-4	18	-4	0.0	0.2
C=CCN(CC=C)c1ccc(N2C(=O)C3CCCCC3C2=O)cc1[N+](=O)[O-] (stereo unspecified)	8	3	-2.7	3	4	-10	-2	-1.0	0.5
COC1CCN(C(=O)c2ccc3oc(C(C)C)nc3c2)CC1	8	-1	0.8	0	0	-3	-8	-3.3	-0.8
COC(=O)c1ccc2c(=O)n(CCN3CCOCC3)c(SCC(=O)NCc3ccccc3)nc2c1	2	0	-3.0	-3	12	4	-11	-1.9	-2.1
O=C(NCC1(c2ccccc2)CCCC1)C1(c2ccccc2)CCCC1	-2	0	·	8	-4	-11	-3	-2.6	-2.3
CC(C)(C)c1ccc(C2CC2C(=O)N/N=C\c2ccc[nH]2)cc1 (stereo unspecified)	9	5	·	11	-4	3	-3	-3.4	-2.8
Cc1ccccc1OCC(=O)NNC(=O)Cc1ccc(S(=O)(=O)N2CCOCC2)s1	0	1	0.1	2	-7	-1	1	-0.6	-3.0

Given with values under each structure: 7 of the compounds above
Second line of a record: MazF activator	Mtb FBA inh	BioA inh	PrPC TRFRET	Rv3671c inh	GDH-TPI inh	BoNT F protease	FadD28 binding	Mtb UGM inh
C=CCOc1nc(N2CCCC2)nc(N2CCCC2)n1
→ 1	2	-1.2	5	-4	18	-4	0.0	0.2
C=CCN(CC=C)c1ccc(N2C(=O)C3CCCCC3C2=O)cc1[N+](=O)[O-] (stereo unspecified)
→ 8	3	-2.7	3	4	-10	-2	-1.0	0.5
COC1CCN(C(=O)c2ccc3oc(C(C)C)nc3c2)CC1
→ 8	-1	0.8	0	0	-3	-8	-3.3	-0.8
COC(=O)c1ccc2c(=O)n(CCN3CCOCC3)c(SCC(=O)NCc3ccccc3)nc2c1
→ 2	0	-3.0	-3	12	4	-11	-1.9	-2.1
O=C(NCC1(c2ccccc2)CCCC1)C1(c2ccccc2)CCCC1
→ -2	0	·	8	-4	-11	-3	-2.6	-2.3
CC(C)(C)c1ccc(C2CC2C(=O)N/N=C\c2ccc[nH]2)cc1 (stereo unspecified)
→ 9	5	·	11	-4	3	-3	-3.4	-2.8
Cc1ccccc1OCC(=O)NNC(=O)Cc1ccc(S(=O)(=O)N2CCOCC2)s1
→ 0	1	0.1	2	-7	-1	1	-0.6	-3.0

Next part
SMILES	MazF activator	Mtb FBA inh	BioA inh	PrPC TRFRET	Rv3671c inh	GDH-TPI inh	BoNT F protease	FadD28 binding	Mtb UGM inh
Cc1cc(Cl)ccc1NC(=O)CCN1C(=O)C2CCCCC2C1=O (stereo unspecified)	6	-1	0.6	-4	-1	0	6	-3.9	-1.5
CCCCn1c(N)c(N(CCOC)C(=O)c2cc3c(s2)CCC(C)C3)c(=O)[nH]c1=O (stereo unspecified)	-1	0	·	-3	3	-1	?	-2.9	-1.1
CN1CCN(c2ccc(NC(=O)COc3ccccc3[N+](=O)[O-])cc2)CC1	1	-1	·	-1	6	0	-5	-1.7	0.3
CCN(CCCNC(=O)CC(C(=O)N1CCc2ccccc21)n1ccnc1)c1cccc(C)c1 (stereo unspecified)	-1	2	0.4	-8	0	8	-10	-0.8	-2.6
Nc1ncc(CCN2CCOCC2)c(-c2ccc(F)cc2)n1	-6	3	·	-5	-3	5	4	-1.6	1.5
CCOC(=O)CNC(=S)N(CCCN1CCCC1)Cc1cccs1	0	3	·	-10	-5	-1	0	-1.4	0.7
Cc1ccc(Cn2nnc3c(=O)[nH]c(C4CCN(S(=O)(=O)c5ccc(S(=O)(=O)NC6CC6)cc5)CC4)nc32)cc1	1	2	-0.1	0	-59	2	0	0.5	-0.8
Cc1cc(C)cc(N(CC(=O)Nc2ccccc2-c2ccccc2)S(=O)(=O)c2ccccc2)c1	1	-3	0.2	-3	10	7	-12	1.1	-1.3
CC(C)C(NC(=O)c1ccccc1)C(=O)N1CCN(C/C=C/c2ccccc2)CC1 (stereo unspecified)	4	2	-1.1	-4	-2	-4	10	-0.4	1.6
O=[n+]1c2c(n([O-])c3cc(F)c(F)cc31)CCCC2	13	-7	2.4	-27	8	16	-15	-0.8	-0.4
COCCN(C(=O)COC(=O)c1cnc(C)cn1)c1c(N)n(Cc2ccccc2)c(=O)[nH]c1=O	-1	4	-2.4	-8	5	-2	9	-1.0	·
CCOC(=O)CSCc1cn2cc(Cl)ccc2n1	2	1	·	·	-4	3	-1	1.0	-0.2

From PubChem
